hgDAF-12 ag – H. glycines DAF-12 receptor agonists, primary screen, cell-based, luminescence, HEK293, GAL4 fusion, UAS-luciferase; Nuclear hormone receptor DAF-12 (Heterodera glycines), GAL4 fusion; activation, % at 6.8 µM; HEK293 GAL4-hgDAF12 UAS-luciferase reporter, agonist luminescence; normalized to butyrate control; 370,000 compounds, 1.8% hits;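 active = activation above a cutoff set at the mean of all screened compounds plus 3 SD, cut at about 10% in these data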;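 also: 0% = DMSO wells and 100% = sodium butyrate wells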
ADAM10 inh – human ADAM10 inhibitors, primary screen, biochemical, QFRET, HTS; AID 720582, 2013; inhibition, % at 7 µM; 370,000 compounds, 0.62% hits; recombinant ADAM10, EDANS/DABCYL FRET peptide cleavage, 3 h;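 active = inhibition above a per-campaign cutoff equal to the mean of compounds falling between control-based bounds plus 3 SD, cut at about 20% in these data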;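 also: 0% = DMSO wells while the 100% control is not disclosed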
Target sequence (O14672 214-748 limits assumed): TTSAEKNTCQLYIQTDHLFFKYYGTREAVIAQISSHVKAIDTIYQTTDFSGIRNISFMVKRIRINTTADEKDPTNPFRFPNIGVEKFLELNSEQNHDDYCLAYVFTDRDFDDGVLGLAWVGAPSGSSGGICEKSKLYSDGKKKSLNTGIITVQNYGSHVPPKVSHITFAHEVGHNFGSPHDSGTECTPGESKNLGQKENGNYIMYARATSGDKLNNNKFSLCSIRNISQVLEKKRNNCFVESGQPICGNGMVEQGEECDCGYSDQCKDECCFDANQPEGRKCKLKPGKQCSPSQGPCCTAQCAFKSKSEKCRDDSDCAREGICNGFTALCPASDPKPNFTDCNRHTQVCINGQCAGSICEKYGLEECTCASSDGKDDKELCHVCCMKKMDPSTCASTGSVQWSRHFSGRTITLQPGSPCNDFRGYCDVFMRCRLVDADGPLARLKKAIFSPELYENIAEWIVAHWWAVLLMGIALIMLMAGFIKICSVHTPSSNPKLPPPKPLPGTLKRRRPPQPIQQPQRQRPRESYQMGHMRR
sPLA2-III inh – human group III sPLA2 inhibitors, primary screen, biochemical, QFRET, BODIPY PC-A2 liposome substrate; Group 3 secretory phospholipase A2 (Homo sapiens), Q9NZ20; QFRET BODIPY PC-A2 liposome hydrolysis, fluorescence; inhibition, % at 12.2 µM; 370,000 compounds, 0.56% hits; AID 743126, 2013;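 active = inhibition above mean plus 3 SD of compounds lying within the high and low control bounds, cut at about 19% in these data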;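 also: 0% = median of test compound wells and 100% = no enzyme DMSO wells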
DAX1 inh-1 – DAX1 (NR0B1) inhibitors on StAR promoter, primary screen, cell-based, luminescence, SF-1 (NR5A1), full-length DAX-1; HEK293T StAR-luciferase reporter, SF-1/DAX-1 repression relief; inhibition, % at 6.8 µM; 370,000 compounds, 1.1% hits; AID 652010, 2013;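 active = inhibition above the mean over all tested compounds plus 3 SD, cut at about 3.6% in these data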;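 also: 0% = DAX-1 cells with DMSO and 100% = cells lacking DAX-1 with DMSO; higher inhibition means more luminescence from relief of DAX-1 repression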
DAX1 inh-2 – DAX1 (NR0B1) inhibitors, primary screen, cell-based, HEK293, Gal4-DAX1, luciferase luminescence. Nuclear receptor subfamily 0 group B member 1 (Homo sapiens), P51843. HEK293 Gal4-DAX1 luciferase reporter. inhibition, % at 6.75 µM. 340,000 compounds, 0.99% hits. AID 504766, 2011;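 active = inhibition above the mean over all tested compounds plus 3 SD, cut at about 4.2% in these data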;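 also: 0% = DAX1-transfected cells with DMSO and 100% = empty-vector control cells with DMSO; inhibition shows as a rise in luminescence from relieved DAX1 repression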
Target sequence (P51843 207-470 limits assumed): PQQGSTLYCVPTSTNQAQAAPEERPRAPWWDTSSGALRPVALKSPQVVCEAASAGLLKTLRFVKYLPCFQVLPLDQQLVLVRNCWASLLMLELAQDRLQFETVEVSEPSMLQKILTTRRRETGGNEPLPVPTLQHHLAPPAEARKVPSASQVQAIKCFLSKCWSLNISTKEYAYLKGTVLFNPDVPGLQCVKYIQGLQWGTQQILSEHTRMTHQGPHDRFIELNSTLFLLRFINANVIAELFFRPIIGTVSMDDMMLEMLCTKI
GC-A act – GC-A stimulated cGMP production enhancers – HEK293 GC-A cells, cGMP TR-FRET, EC30 ANP, primary screen; Atrial natriuretic peptide receptor 1 (Homo sapiens), P16066; 0% at EC30 ANP, 100% saturating ANP; activation, % at 10 µM; 370,000 compounds, 0.14% hits; in the data active = activation above about 40%
ssDAF12 agonist – S. stercoralis DAF-12 nuclear receptor activators, primary screen, cell-based, luminescence, HEK293, GRIP1 co-expression, lit1-tk-luc. Nuclear hormone receptor DAF-12 (Strongyloides stercoralis). HEK293 ssDAF-12/GRIP1 lit1-tk-luc reporter; % of 3 µM dafachronic acid response. activation, % at 6.8 µM. 370,000 compounds, 1% hits;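 active = activation above the mean over all tested compounds plus 3 SD, cut at about 0.9% in these data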;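 also: 0% = DMSO-only wells and 100% = 3 µM delta7-dafachronic acid wells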
FXN GAA850 act – FXN promoter activators, primary screen, cell-based, luciferase luminescence, HEK293 lucGAA850; HEK293 lucGAA850 FXN promoter luciferase reporter, 24 h; percent of 10 µM SAHA response; activation, % at 6 µM; 360,000 compounds, 0.56% hits; AID 540364, 2011;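 active = activation above the average of all compounds screened plus 3 SD, cutoff fixed separately per campaign, cut at about 7.5% in these data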;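 also: 0% = DMSO wells and 100% = 10 µM SAHA wells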
hcDAF12 agonist – H. contortus DAF-12 nuclear receptor activators, primary screen, cell-based, luminescence, HEK293, lit1-tk-luc reporter. 370,000 compounds, 1.4% hits. HEK293 hcDAF-12 lit1-tk-luc reporter; 0% DMSO, 100% Δ7-dafachronic acid. activation, % at 6.8 µM;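 active = activation above the mean of all tested compounds plus 3 SD, cut at about 5.5% in these data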;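 also: 100% = response to 3 µM Δ7-dafachronic acid high control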
GC-B act – human GC-B receptor activators, primary screen, HEK293 GC-B cells, cGMP TR-FRET, EC30 CNP; 0% at EC30 CNP, 100% saturating CNP; 370,000 compounds, 0.11% hits; activation, % at 10 µM;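 active = activation at 10 µM reaching about 35% in either raw or pattern-adjusted values, limit read from the data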
SMARCA2 act – SMARCA2 (BRM) function activators, primary screen, cell-based, luminescence, high throughput; MG213 cells, MMTV-luciferase reporter, dexamethasone, overnight; 370,000 compounds, 1% hits; activation, % at 9.1 µM; AID 652017, 2013; in the data active = activation above about 7.8%;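 also: 0% = vehicle wells and 100% = reference activator wells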
The depositor's hits bear a star; i = inactive; nt = no result given.

SMILES	hgDAF-12 ag	ADAM10 inh	sPLA2-III inh	DAX1 inh-1	DAX1 inh-2	GC-A act	ssDAF12 agonist	FXN GAA850 act	hcDAF12 agonist	GC-B act	SMARCA2 act
CCOC(=O)c1ccc(NS(=O)(=O)c2cc3c(cc2C)NC(=O)CO3)cc1	0.5	5	-16	-0.1	0.6	1	-1.2	1.6	-0.4	-1	-3
CC(CNC(=O)CCn1ccc2cc(S(=O)(=O)N3CCCC3)ccc21)c1ccccc1 (centres undefined)	-0.2	-5	-7	-0.7	-0.5	4	-1.3	-0.2	-0.4	-5	-3
CN1CCN(C(=O)C2=C[C@H](C3CCCCC3)C[C@H](OCc3ccc(CO)cc3)O2)CC1	-0.5	7	-8	-0.4	-0.8	4	-1.1	0.6	0.2	0	0
CN(CC(=O)Nc1cccc(F)c1)C(=O)c1ccccc1CCc1ccccc1	-1.3	12	-22	-1.4	-0.3	-1	-1.2	-1.1	-0.9	-6	-3
C[C@H]1COc2cc(N3CCC[C@H]3CO)ccc2S(=O)(=O)N1	1.8	3	10	2.3	nt	5	0.9	nt	1.6	-2	10*
O=[N+]([O-])c1ccc(C2=NN(CCO)C(=Nc3ccc(OC(F)(F)F)cc3)SC2)cc1	-2.2	12	20*	0.2	-1.1	-5	-0.3	-0.2	-1.8	-7	-9
CNC(=S)NNC(=O)CNc1ccc(C)c(Cl)c1	2.8	6	6	1.0	1.0	2	-0.6	-0.3	0.1	1	0
CCCN(C(=O)/C=C/c1ccco1)c1c(N)n(Cc2ccccc2)c(=O)[nH]c1=O	0.4	0	-6	-0.3	1.2	-2	-1.6	0.1	-1.8	-2	0
Cc1ccc(NS(=O)(=O)c2ccc(C(=O)N3CC(C)OC(C)C3)cc2)cc1 (centres undefined)	-2.4	1	-7	-2.3	-0.2	-4	-1.1	-0.5	-3.0	1	-1
CN(C(=O)COc1coc(CN2CCN(c3ccccc3)CC2)cc1=O)c1ccccc1	0.2	4	4	0.8	0.4	2	-0.8	1.3	-0.8	4	1
CCc1nnc(NC(=O)c2cc(-c3ccccc3)nn2-c2ccccc2)s1	0.1	-2	-1	-0.3	-1.0	0	-1.0	3.0	-1.6	-3	-4
COC(=O)C1=C(C)N(Cc2ccccc2C(F)(F)F)C(=NCc2ccc(OC)cc2)NC1CCc1ccccc1 (centres undefined)	3.4	-4	0	0.0	nt	-21	-0.8	nt	1.1	-17	-4
CCO[C@H]1OC(C(=O)N2CCN(Cc3ccc4c(c3)OCO4)CC2)=C[C@@H](C2CC2)[C@@H]1CCCO	0.4	-4	-10	0.1	0.8	-4	-1.1	0.3	-2.3	-2	1
Cc1cc(C(=O)Nc2c(C)n(C)n(-c3ccccc3)c2=O)c(C)o1	0.4	-3	9	-0.2	-1.3	3	-1.5	0.9	-1.8	7	-3
COc1cccc(C(C(=O)NC2CCCCC2)N(Cc2ccco2)C(=O)c2ccccn2)c1 (centres undefined)	-1.4	-6	-5	-0.3	-0.3	-10	-1.0	2.0	1.4	-5	-1
CCCCc1cccc2[nH]cc(C)c12	2.2	0	-3	-0.1	nt	-2	-1.6	nt	-0.5	2	-1
Cc1cc2oc(=O)cc(CN3CCOCC3)c2cc1C(C)C	-0.3	-10	-4	-0.6	3.7	0	-0.1	0.9	-0.1	-2	-1
CSc1nnc(-c2ccc(Br)s2)n1C	0.7	-4	12	0.1	1.6	-2	-0.7	0.7	-1.0	6	-4
CCN(CC)S(=O)(=O)c1ccc(NC(=O)Cn2cnc3ccccc3c2=O)cc1	-2.8	-2	-5	-0.4	-1.3	2	-1.6	-2.1	-2.1	4	-3
COCCn1c(N)c(N(Cc2ccccc2)C(=O)COc2ccc(F)cc2Cl)c(=O)[nH]c1=O	-2.3	-2	14	0.3	-0.3	1	-1.2	0.2	-1.1	0	-4
CCOC(=O)c1cnc2c(cnn2C)c1NCCC#N	-1.1	-6	0	-0.5	-0.2	2	-1.1	4.2	0.2	1	0
COc1ccc(NC(=O)CCN2CCN(C/C=C/c3ccccc3)CC2)cc1	-0.2	-4	0	0.0	-1.2	-2	-1.5	0.2	-1.7	-1	-2
NC(=S)NN=Cc1nccc2c(N)cccc12	-6.2	-9	0	-4.5	-4.1	-7	-0.5	-12	-0.6	3	8.3*
COCCn1c(C)cc(C(=O)CSc2nncn2-c2ccccc2)c1C	3.8	7	-2	0.7	-1.6	-3	-1.2	2.0	0.4	7	-1
CN(c1ccc(C(=O)NCc2cccnc2)cc1)S(C)(=O)=O	-2.8	6	0	-0.8	0.3	3	-1.0	0.8	-0.8	0	0
The results go on.
SMILES	hgDAF-12 ag	ADAM10 inh	sPLA2-III inh	DAX1 inh-1	DAX1 inh-2	GC-A act	ssDAF12 agonist	FXN GAA850 act	hcDAF12 agonist	GC-B act	SMARCA2 act
S=C1NC2=C(C(c3ccc(Br)cc3)N1)N1CCC2CC1 (centres undefined)	-1.6	-4	9	0.0	-0.2	14	-0.6	-0.5	-1.5	12	0
COc1ccccc1/C=C/C(C)=O	-0.5	-39	1	0.3	-0.4	-1	-1.5	3.1	-1.4	4	3
O=C(CCSc1ccccc1)NC(=O)COC(=O)C1CCCCC1	3.0	6	-6	-0.8	1.8	-1	0.0	1.0	-0.7	1	-1
COc1cccc(/C=C2\CC3(OC(=O)C4CCCCC4)CCCN2C3)c1 (centres undefined)	-1.2	-7	1	0.5	nt	-1	-0.8	nt	-1.0	-13	-2
O=C1c2ccccc2NC(c2cccc(O)c2)N1c1ccccc1 (centres undefined)	-1.5	i	-10	-0.2	1.3	-4	-1.2	-1.8	-1.1	0	-1
CC(=O)Nc1cccc(NC(=O)CCNC(=O)c2ccc(Cl)cc2)c1	-0.5	-3	10	0.0	-0.1	-4	-0.8	3.4	-1.4	-1	-1
COc1ccc(/C=C(\C#N)C(=O)ONC2=NCCCCC2)cc1	2.3	-8	8	0.0	-0.5	14	-0.2	3.2	0.8	-6	-4
C(=NCCCN1CCOCC1)c1ccc2c(c1)OCO2	0.5	0	2	0.1	0.9	4	-1.1	0.3	1.6	6	2
CCC(CC)C(=O)c1c[nH]c(C(=O)NCCOC)c1	-5.6	-7	2	0.5	0.1	8	-1.4	1.0	-0.4	0	-1
CN(C(=O)c1c(Br)cnn1C)C12CC3CC(CC(C3)C1)C2	-0.7	4	0	-0.5	nt	-2	-1.8	nt	-1.4	-4	-3
CCCCCCCCN1C(=O)[C@H](CC(=O)NCCCOC)C[C@@]2(C(=O)OC)CCCCC=C12	0.2	4	-15	-1.5	nt	-6	-0.5	nt	-1.6	1	-2
Cc1nc2ccc(NC(=O)c3ccc(Cl)nc3)cc2s1	-1.3	-2	-5	-0.3	1.3	2	-1.3	0.4	-1.8	1	-3
COc1ccc2nc(NC(=O)c3ccccc3C(=O)O)sc2c1	2.8	-3	-6	0.6	-0.5	0	0.0	1.4	5.7*	0	3
COc1cc(OC)cc(-c2cc(N3C(=O)Nc4ccccc4N3O)n[nH]2)c1	-1.0	-1	-6	0.1	-1.9	-2	-1.2	-3.6	0.5	-4	-1
COc1ccc(N(CCC(=O)O)S(=O)(=O)c2ccc(C)cc2C)cc1	2.9	9	4	0.8	-0.2	3	-0.6	1.5	0.2	0	-1
CC1(c2ccc(OC(F)F)cc2)NC(=O)N(CC(=O)Nc2cccnc2Cl)C1=O (centres undefined)	-0.6	4	3	1.0	-0.9	1	-0.2	1.5	0.1	1	-3
Cc1ccccc1NC(=O)C(C)OC(=O)C1CC(=O)N(Cc2ccco2)C1 (centres undefined)	3.8	-5	5	0.6	0.4	-1	-1.3	-0.3	-0.1	-3	-2
Cc1ccnc(NC(=O)CCC(=O)N(CC(=O)NCCc2ccccc2)c2ccccc2F)c1	1.7	-1	-2	-0.4	-0.6	-5	-1.5	0.1	-2.3	1	-3
COc1ccc(C(=O)Oc2ccc3c(c2)OCO3)cc1OC	0.5	3	10	0.7	0.5	1	-2.1	2.8	-1.6	2	1
CCc1cccc(C)c1NC(=S)NCc1ccc2[nH]c(C)cc2c1	-2.4	-9	11	-1.2	-0.1	1	-1.0	-1.6	-2.3	2	-3
CC(Oc1cc2oc(=O)c3c(c2cc1Cl)CCC3)C(=O)NCC1CCC(C(=O)O)CC1 (centres undefined)	1.9	-6	6	1.7	0.5	7	-1.7	0.0	3.1	-2	2
CCCCN(C(=O)C(CCSC)N1C(=O)c2ccccc2C1=O)c1c(N)n(CCC)c(=O)[nH]c1=O (centres undefined)	-0.3	-3	1	0.0	0.9	3	-0.6	-1.1	0.3	2	4
COc1cccc(N2CCN(C(=O)c3ccc(CS(=O)c4ccc(C)cc4)o3)CC2)c1 (centres undefined)	0.8	-6	-4	2.6	-0.8	-2	-1.2	-1.3	0.7	1	-3
Cc1csc(CNc2ncnc3ccc(-c4ccccc4Cl)cc23)c1	-1.1	11	-5	-0.5	1.2	10	-1.8	0.9	-2.0	13	-1
COC(=O)CSc1ccc(-c2nc3ccc(C)cc3[nH]2)cn1	5.2	-197	-3	0.2	1.2	11	-1.1	0.8	3.0	10	1
Cc1noc(C)c1NC(=O)N(C)C[C@H]1Oc2ccc(NC(=O)C3CCCCC3)cc2C(=O)N([C@H](C)CO)C[C@@H]1C	-0.3	1	-1	0.2	0.3	-1	-1.6	1.3	-2.0	-2	0
CN(Cc1ccc(Cl)cc1)C(=O)c1ccccc1SCC(=O)N1CCCC1	-2.0	-5	3	1.3	-1.0	-7	-0.9	1.1	-2.3	-2	1
Nc1nc2ccccc2n1/N=C/c1cccnc1	-1.8	-2	4	1.4	-0.9	-1	-0.7	1.5	1.6	0	0

Results in FXN GAA850 act, for some of the entries so far:
Molecule | FXN GAA850 act
COC(=O)CSc1ccc(-c2nc3ccc(C)cc3[nH]2)cn1 | 0.8
Cc1noc(C)c1NC(=O)N(C)C[C@H]1Oc2ccc(NC(=O)C3CCCCC3)cc2C(=O)N([C@H](C)CO)C[C@@H]1C | 1.3
CN(Cc1ccc(Cl)cc1)C(=O)c1ccccc1SCC(=O)N1CCCC1 | 1.1

Source: PubChem BioAssay
